# Compound activity from PubChem BioAssay.
# STK33 kinase inh: blocks human STK33 kinase activity; Q9BYT3; purified STK33, MBP phosphorylation, ADP-Glo luminescence; inhibition, % at 10 µM; 0.073% of 320,000 active; AID 2661;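 active means inhibition at or above 25%, using the most active replicate where run in duplicate; inactive means inhibition below 25%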
# Target sequence (Q9BYT3 whole entry, looked up): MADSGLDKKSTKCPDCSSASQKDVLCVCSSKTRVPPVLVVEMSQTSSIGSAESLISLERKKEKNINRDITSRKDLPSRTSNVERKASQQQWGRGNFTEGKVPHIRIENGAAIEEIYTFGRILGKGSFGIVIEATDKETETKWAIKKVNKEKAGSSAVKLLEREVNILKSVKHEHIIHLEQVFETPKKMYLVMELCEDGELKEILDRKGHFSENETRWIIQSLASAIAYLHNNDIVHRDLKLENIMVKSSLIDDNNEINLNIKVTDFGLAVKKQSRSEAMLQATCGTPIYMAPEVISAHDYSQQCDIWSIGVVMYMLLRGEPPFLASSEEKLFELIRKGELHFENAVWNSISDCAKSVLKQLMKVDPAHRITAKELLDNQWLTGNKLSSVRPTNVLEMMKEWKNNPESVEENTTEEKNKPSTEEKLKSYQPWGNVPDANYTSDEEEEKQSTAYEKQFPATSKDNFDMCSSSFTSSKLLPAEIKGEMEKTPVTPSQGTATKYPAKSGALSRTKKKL
# OX1R antag-1: human HCRTR1 antagonism. CHO/OX1R cells, Fluo-8 calcium fluorescence, orexin A. 0.43% of 330,000 active. AID 434989. O43613. inhibition, % at 5 µM;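 active means inhibition above its plate's threshold, mean inhibition of all tested compounds on the plate plus 3 SD, cut at about 37% in these data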;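 further: 0% = orexin A challenge wells and 100% = SB-334867-A antagonist wells; not every result past the cut was called active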
# Target sequence (O43613 whole entry, looked up): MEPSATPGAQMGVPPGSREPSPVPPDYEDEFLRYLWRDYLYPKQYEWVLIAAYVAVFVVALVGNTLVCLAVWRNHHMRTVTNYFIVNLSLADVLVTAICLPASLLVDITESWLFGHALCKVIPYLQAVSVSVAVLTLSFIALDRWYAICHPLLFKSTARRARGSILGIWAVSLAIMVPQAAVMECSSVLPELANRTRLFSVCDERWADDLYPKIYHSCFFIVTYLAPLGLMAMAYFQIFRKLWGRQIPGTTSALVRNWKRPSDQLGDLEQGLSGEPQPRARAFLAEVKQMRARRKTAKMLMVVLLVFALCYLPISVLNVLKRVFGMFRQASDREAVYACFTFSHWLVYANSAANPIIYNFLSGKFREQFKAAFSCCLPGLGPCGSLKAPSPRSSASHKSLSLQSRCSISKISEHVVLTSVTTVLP
# OX1R antag-2: OX1R (human) antagonism; O43613; OX1R-expressing cells, FRET antagonist read-out; inhibition, % at 6.6 µM; 1.8% of 330,000 active; AID 485270; in the data active means inhibition mostly above about 38%, no sharp cut-off; inactive means mostly below about 40%;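 further: 0% = agonist challenge alone and 100% = reference antagonist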
# * hit, by the source's call; nt = not tested or not shown.
# Screens in order: STK33 kinase inh	OX1R antag-1	OX1R antag-2
- COCCNS(=O)(=O)c1ccc2c(c1)C(=NO)c1cc(S(=O)(=O)NCCOC)ccc1-2
→ 0.0	-9	14
- CCCn1ncc(/C=N/O)c1C
→ -0.6	1	4
- CCOC(=O)c1sc(NC(=S)NC(=O)c2ccccc2)nc1C
→ -0.8	-13	7
- CC(C)N(C(=O)CSc1nnc(NC(=O)c2cccs2)s1)C(C)C
→ -0.2	-21	17
- COCCCN=CC1=C(O)CC(c2ccccc2)CC1=O (configuration not stated)
→ -0.3	-24	-4
- Cc1nnc(NC(=O)CCSc2ccc(Cl)cc2)s1
→ -1.0	-5	8
- O=C1CCCCCC1C1(O)C(=O)Nc2ccc(Br)cc21 (configuration not stated)
→ -2.5	6	6
- O=C(C[C@H]1C/C=C\CC[C@@H](Cc2ccc(F)cc2)C(=O)O[C@@H](c2ccccc2)CNC1=O)N[C@H](CO)Cc1ccccc1
→ -0.3	-20	-2
- Cc1nn(CC2CC2)c(=O)n1-c1ccccc1
→ -0.2	-3	20
- COc1ccc2nc(N3CCN(C(=O)c4ccc5ncsc5c4)CC3)sc2c1
→ 1.0	-14	22
- COc1ccccc1/C=N/NC(=O)CNC(=O)c1ccccc1
→ -2.2	11	16
- Cc1cc(=O)oc2c3c(cc(OCC(=O)NCC(=O)O)c12)OC(C)(C)CC3
→ -1.4	-9	6
- O=C1C(Cl)=C(NCC2CCCO2)C(=O)N1c1ccccc1 (configuration not stated)
→ -1.3	-17	12
- CN1CCN(NC(=O)c2cc(S(=O)(=O)N3CCOCC3)c(Cl)cc2Cl)CC1
→ -1.0	-2	15
- O=C(CN1CCCc2ccccc21)N/N=C/c1ccc(O)cc1O
→ 0.8	-16	15
- c1coc(CNc2ncnc3nc[nH]c23)c1
→ -1.1	-6	8
- CC(C)C(NC(=O)c1ccc(F)cc1)C(=O)NCC1CCCO1 (configuration not stated)
→ -0.8	-5	12
- CC(=O)Nc1cccc(C(=O)OC(C)C(=O)Nc2ccc(S(=O)(=O)N3CCCC3)cc2)c1 (configuration not stated)
→ 0.9	-22	13
- CCOc1c(Nc2ccccc2O)c(=O)c1=O
→ -0.2	8	21
- CCOC(=O)CSc1nc(N(C)C)nc(N(C)C#N)n1
→ 0.3	-5	14
- C/C(Cl)=C/Cn1c(N2CCCC2)nc2c1c(=O)[nH]c(=O)n2C
→ -3.9	-16	3
- O=C(CSc1nccc(=O)[nH]1)N1c2ccccc2CCc2ccccc21
→ 0.3	9	20
- Cc1ccc(CNC(=O)c2cn(C3CCCCC3)c(=O)c3c2c2ccccc2n3C)o1
→ -0.9	-19	45
- Cc1nc2c(=O)n(-c3cccc(C(F)(F)F)c3)nc(C)c2s1
→ -1.5	-9	1
- O=C(CN1C(=O)NC2(CCCC2)C1=O)Nc1cc(Cl)ccc1Oc1ccccc1
→ -0.5	-27	3
- O=C(C1CCN(c2nc(-c3ccccc3)nc3c2CCC3)CC1)N1CCC(O)CC1
→ 0.2	-11	27
- CCOC(=O)c1cc(NC(=O)c2cccnc2)ccn1
→ -0.2	-7	5
- CCCn1c(C)cc(C(=O)COC(=O)c2c(C)nn(-c3ccccc3)c2C)c1C
→ -2.6	-40	31
- CN(C(=O)COC(=O)CN1C(=O)c2ccccc2C1=O)c1c(N)n(Cc2ccccc2)c(=O)[nH]c1=O
→ 0.7	-18	22
- N#CC(C#N)=NNc1ccc(S(=O)(=O)N2CCCC2)cc1
→ -0.1	-5	23
- Cc1cccc(C)c1NC(=O)C(=O)NCC1CCCN1S(=O)(=O)c1ccccc1 (configuration not stated)
→ 0.0	27	33
- COc1ccc(C(c2nnnn2CC2CCCO2)N2CCN(c3cccc(C)c3C)CC2)cc1 (configuration not stated)
→ -0.7	-18	8
- NC(=O)C(=O)N/N=C/c1c[nH]c2ccc(Br)cc12
→ 0.0	-18	12
- Cc1cc(N2CCCC2)nc(SCC(=O)c2ccccc2)n1
→ -1.4	-15	20
- O=C(Cc1ccccc1)N/N=C/c1cc(Br)cc(Br)c1O
→ -0.9	3	-7
- CCC(NC(=O)c1cc(COc2ccc(OC)cc2Cl)on1)c1ccncc1 (configuration not stated)
→ -1.5	-12	4
- Cc1cc(C)c2c(N)c(C(=O)c3cccc(Cl)c3)sc2n1
→ nt	-10	11
- Cc1ccc(C2=[N+]([O-])C3(CCCCC/C3=N\NC(N)=S)N(O)C2(C)C)o1 (configuration not stated)
→ 0.3	-5	2
- COCCCNC(=O)c1cccc(C(=O)NCCCOC)c1
→ 1.6	-4	-2
- C/C(Cl)=C/CN1C(=O)C2C3C=CC(C3)C2C1=O (configuration not stated)
→ -1.2	-16	9
- CCOc1ccc(NC(=O)N(C2CCCCC2)C2CCN(C(C)=O)CC2)cc1
→ -1.8	-8	1
- Cc1ccc(SCCN2CCC(C)CCC2=O)cc1 (configuration not stated)
→ 0.8	-7	19
- Cc1cc(C)nc(SCc2ccc(C(=O)O)o2)n1
→ -0.5	-12	27
- Cc1ccc(NC(=O)c2ccc3nsnc3c2)c(C)c1
→ -0.9	-5	39
- CC(C)OC(=O)C(C)(C)Oc1ccc(C(=O)c2ccc(Cl)cc2)cc1
→ -0.7	-42	16
- Cc1cc([N+](=O)[O-])nn1CCCC(=O)N1CCN(c2ccccc2)CC1
→ -0.3	-11	20
- COc1ccc(-c2oc3cccnc3c2C#CCO)cc1
→ 2.5	-20	55
- CCn1c(=O)cc(OCC(=O)NCCCN2CC(C)CC(C)C2)c2ccccc21 (configuration not stated)
→ 2.0	-10	4
- Cc1cc2n(n1)SC(Nc1cc(Cl)ccc1Cl)N2 (configuration not stated)
→ 5.4	0	16
- Cc1onc(-c2ccccc2)c1C(=O)Nc1ccc2c(c1)OCO2
→ -3.4	0	-5
- Cc1ccc(OC(=O)C2CSC3(C)CCC(=O)N23)c(Br)c1 (configuration not stated)
→ 0.6	2	14
- CCOc1ccc(-c2nc(N)ncc2Oc2cccc(OC)c2)c(O)c1
→ 0.7	-24	17
- CCCOc1ccc(C(=O)NNC(=S)NC(=O)c2cc(-c3ccccc3)nc3ccccc23)cc1
→ 2.0	-14	18
- CC(C)CCNC(=O)CCCC1=NS(=O)(=O)c2ccccc2N1
→ -0.9	-15	20
- CC1CCCCN1CCNC(=O)CN1C(=O)COc2ccccc21 (configuration not stated)
→ -0.3	5	0
- CC(C)c1onc(C(=O)N2CCN(c3ccccc3)CC2)c1[N+](=O)[O-]
→ 0.1	-6	8
- O=C(Nc1ccc(Oc2ccc(Cl)cc2)cc1)c1ncn[nH]1
→ -0.3	9	27
- COC(=O)N/N=C(\C)c1cccc(C(F)(F)F)c1
→ -2.0	-24	-12
- CC1CC(=O)c2cnc(N)nc2C1 (configuration not stated)
→ -1.6	-12	18
- CCO[C@H]1OC(C(=O)NC2CC2)=C[C@@H](c2coc3ccccc3c2=O)[C@@H]1CCCO
→ 1.1	-14	9

# A stretch from further up:
# Screens in order: STK33 kinase inh	OX1R antag-1	OX1R antag-2
- COCCNS(=O)(=O)c1ccc2c(c1)C(=NO)c1cc(S(=O)(=O)NCCOC)ccc1-2
→ 0.0	-9	14
- CCCn1ncc(/C=N/O)c1C
→ -0.6	1	4
- CCOC(=O)c1sc(NC(=S)NC(=O)c2ccccc2)nc1C
→ -0.8	-13	7
- CC(C)N(C(=O)CSc1nnc(NC(=O)c2cccs2)s1)C(C)C
→ -0.2	-21	17
- COCCCN=CC1=C(O)CC(c2ccccc2)CC1=O (configuration not stated)
→ -0.3	-24	-4
- Cc1nnc(NC(=O)CCSc2ccc(Cl)cc2)s1
→ -1.0	-5	8
- O=C1CCCCCC1C1(O)C(=O)Nc2ccc(Br)cc21 (configuration not stated)
→ -2.5	6	6
- O=C(C[C@H]1C/C=C\CC[C@@H](Cc2ccc(F)cc2)C(=O)O[C@@H](c2ccccc2)CNC1=O)N[C@H](CO)Cc1ccccc1
→ -0.3	-20	-2
- Cc1nn(CC2CC2)c(=O)n1-c1ccccc1
→ -0.2	-3	20
- COc1ccc2nc(N3CCN(C(=O)c4ccc5ncsc5c4)CC3)sc2c1
→ 1.0	-14	22
- COc1ccccc1/C=N/NC(=O)CNC(=O)c1ccccc1
→ -2.2	11	16
- Cc1cc(=O)oc2c3c(cc(OCC(=O)NCC(=O)O)c12)OC(C)(C)CC3
→ -1.4	-9	6
- O=C1C(Cl)=C(NCC2CCCO2)C(=O)N1c1ccccc1 (configuration not stated)
→ -1.3	-17	12
- CN1CCN(NC(=O)c2cc(S(=O)(=O)N3CCOCC3)c(Cl)cc2Cl)CC1
→ -1.0	-2	15
- O=C(CN1CCCc2ccccc21)N/N=C/c1ccc(O)cc1O
→ 0.8	-16	15
- c1coc(CNc2ncnc3nc[nH]c23)c1
→ -1.1	-6	8
- CC(C)C(NC(=O)c1ccc(F)cc1)C(=O)NCC1CCCO1 (configuration not stated)
→ -0.8	-5	12

# Next results follow.
# Screens in order: STK33 kinase inh	OX1R antag-1	OX1R antag-2
- CCc1cccc(NC(=O)c2cc(OC)c(OC)c(OC)c2)c1
→ 1.6	-24	30
- CC(C)NC(=O)NC(=O)COC(=O)CCCSc1nc2ccccc2s1
→ -0.8	-22	11
- O=C1CN(C(=O)c2ccc(Br)o2)C(c2ccc(F)cc2)c2cc(F)ccc2N1 (configuration not stated)
→ -1.1	-31	16
- Cc1ccc(S(=O)(=O)N2CCN(C(=O)CCOc3cc(C)ccc3C)CC2)cc1
→ -1.0	-14	5
- COc1ccc(C2c3c(ccc4ccccc34)Oc3ncn4nc(Cc5ccccc5)nc4c32)cc1OC (configuration not stated)
→ -1.9	-8	0
- C[n+]1ccn(CC(=O)c2ccc(Br)cc2)c1
→ -2.0	7	3
- O=C(OCCOc1ccc(F)cc1)c1ccc(S(=O)(=O)N2CCCC2)cc1
→ nt	-2	11
- Cc1noc(C(=O)Nc2sc3c(c2C#N)CCC3)c1Cl
→ -0.1	-16	37
- COc1cccc(NC(=S)NCc2ccco2)c1
→ -0.1	-7	12
- O=C(Nc1cc(S(=O)(=O)N2CCOCC2)ccc1-n1cncn1)c1ccc(Cl)cc1
→ 2.4	-7	14
- COc1ccc(-c2nn(-c3ccccc3)cc2C(=O)NC2CCCCC2C)cc1 (configuration not stated)
→ nt	-20	25
- CC(C)(C)OC(=O)N/N=C\c1ccc(OC(=O)c2cccs2)cc1
→ 0.7	-11	11
- CN(Cc1cccc(F)c1)C(=O)c1cc(=O)[nH]c2ccccc12
→ 0.2	0	7
- COc1cc(-c2c(C#N)c(N)nc(SCc3ccncc3)c2C#N)cc(OC)c1OC
→ -0.8	-8	13
- O=C(NCc1ccccc1)C(=O)NCC1OCCCN1S(=O)(=O)c1cccs1 (configuration not stated)
→ 0.6	-15	24
- CCN(CC(=O)Nc1c(F)cccc1F)C(=O)C1CC(=O)N(c2ccccc2OC)C1 (configuration not stated)
→ -0.6	-5	20
- CCCn1c(=N)n(CC(=O)c2ccco2)c2ccccc21
→ -0.4	-26	13
- c1ccc(CN(Cc2ccccc2)c2nn[nH]n2)cc1
→ -1.5	-2	12
- CC(=O)Nc1ccc(NC(=O)C2CCCN2S(=O)(=O)c2cccc(C(F)(F)F)c2)cc1 (configuration not stated)
→ -1.3	-6	1
- COc1ccc(C=O)cc1Cn1c(C)cc(C)c(C#N)c1=O
→ -0.8	-4	48
- COC(=O)c1ccc(C2C(C(C)=O)=C(C)Nc3ncnn32)cc1 (configuration not stated)
→ 0.5	-20	4
- O=C(NCc1ccc2c(c1)OCO2)c1ccc(CS(=O)Cc2ccc(Cl)cc2)o1 (configuration not stated)
→ -1.2	-7	6
- Cc1nc2ccccc2c(=O)n1/N=C/c1ccc(OC(F)F)cc1
→ -0.3	-12	-10
- CC(C)Oc1cccc(C(=O)NC(=S)Nc2ccc(N3CCN(C)CC3)cc2)c1
→ 0.4	-23	7
- COc1ccc(OC)c(NC(=O)c2ccc(NC3=NC4CS(=O)(=O)CC4S3)cc2)c1 (configuration not stated)
→ -1.1	-11	16
- COc1ccc(NC2=CC(=O)CC(c3ccc(C)cc3)C2)c(OC)c1 (configuration not stated)
→ -0.6	-21	5
- Cc1ccc(/C(N)=N/OC(=O)C23CC4CC(CC(C4)C2)C3)cc1
→ 1.7	-9	13
